# Screening results as filed in PubChem BioAssay.
# SKN-1 inh: suppressors of acrylamide-induced Pgst-4::GFP reporter in worms, primary screen, SKN-1 inhibitor project, whole organism, uHTS, GFP/RFP fluorescence ratio, strain VP596; C. elegans VP596 Pgst-4::GFP/RFP ratio, 24 h; inhibition, % at 21.8 µM; 360,000 tested, 0.49% active; AID 624304, 2012;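 active = interference check ratio from 0.5 to 1.5 plus GFP to RFP signal ratio inhibition reaching or exceeding a fixed threshold, cut at about 30% in these data, passing the limit was not always enough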; note: some compounds called inactive have numbers as strong as hits
# NRP1-CendR mod: modulators of CendR peptide binding to NRP-1, primary screen, biochemical, fluorescence polarization, uHTS; FAM-RPARPAR peptide binding to NRP-1; inhibition, % at 25 µM; 360,000 tested, 0.85% active;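 active = inhibition or corrected inhibition above about 18%, plus a signal ratio from 0.5 to 1.5, limit read from the data, passing the limit was not always enough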; note: strong numbers were not always called active
# Tb MetRS inh: T. brucei MetRS inhibitors, primary screen, biochemical, luminescence; methionyl-tRNA synthetase (Trypanosoma brucei brucei); 360,000 tested, 0.4% active; inhibition, % at 11.9 µM; purified T. brucei MetRS, ATP depletion, Kinase-Glo luminescence;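 active = inhibition above a per-plate cutoff of the control wells' mean inhibition plus 3 SD, cut at about 5.5% in these data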;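 note: 0% = DMSO wells median and 100% = median of wells with control inhibitor compound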
#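 assay system = parasite MetRS enzyme | timing = 15 min preincubation, 2 h reaction, all 25 °C | evaluation = percent inhibition relative to median high and low control wells | medium = HEPES buffer containing pyrophosphatase, BSA, spermine, DTT | compound = single dose, 11.9 µM final nominal, 0.9% final DMSO | detection = Kinase-Glo luminescence, ATP depletion format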
# Neddyl block: inhibitors of cullin neddylation, primary screen, biochemical, TR-FRET, uHTS, NAE and Ubc12 | NEDD8-conjugating enzyme Ubc12 (Homo sapiens) + NEDD8-activating enzyme E1 regulatory … | calls only at 25 µM | 360,000 tested, 0.58% active; in the data active = inhibition above about 36%
# SUMO1 PPI mod: modulators of SUMO1 protein-protein interactions, primary screen, biochemical, uHTS; inhibition, % at 20 µM; 360,000 tested, 0.33% active; SUMO1 binding to a labelled peptide, TR-FRET, 1 h; Small ubiquitin-related modifier 1 (Homo sapiens), P63165; in the data active = inhibition above about 37%
# Target sequence (P63165 whole entry, looked up): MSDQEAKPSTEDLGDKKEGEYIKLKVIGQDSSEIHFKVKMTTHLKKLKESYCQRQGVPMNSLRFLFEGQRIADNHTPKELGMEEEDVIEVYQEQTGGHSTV
# Scp-1 inhibitor: Scp-1 phosphatase inhibitors, primary screen, biochemical, colorimetric, uHTS. Recombinant Scp1, phosphopeptide, malachite green phosphate absorbance. Carboxy-terminal domain RNA polymerase II polypeptide A small phosphatase 1 (Homo …. 340,000 tested, 0.88% active. inhibition, % at 20 µM;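 active = inhibition above about 50% at 20 µM, limit read from the data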;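 note: plate controls were DMSO wells with enzyme for no effect and wells lacking enzyme for full effect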
# Target sequence (Q9GZU7 76-261 limits assumed): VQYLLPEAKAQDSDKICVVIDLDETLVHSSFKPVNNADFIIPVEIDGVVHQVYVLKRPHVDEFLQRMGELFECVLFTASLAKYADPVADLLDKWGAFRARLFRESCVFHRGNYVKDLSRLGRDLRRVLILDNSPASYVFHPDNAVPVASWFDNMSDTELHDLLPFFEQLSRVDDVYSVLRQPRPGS
#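 Test system – truncated SCP-1 phosphatase (76-261aa) · Reagent – Phosphorylated 17-residue peptide substrate · Incubation – 45 min room-temperature reaction, 5 min colour, 30 min stabiliser · Detection – colorimetric phosphate reagent with accelerator and stabiliser, absorbance at 630 nm · Measure – % inhibition at 20 µM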
# STEP block: STEP phosphatase inhibitors, primary screen, biochemical, fluorescence intensity, uHTS. Tyrosine-protein phosphatase non-receptor type 5 (Homo sapiens), P54829. recombinant STEP, OMFP fluorogenic substrate. inhibition, % at 20 µM. AID 588621, 2011. 360,000 tested, 0.25% active;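 active = inhibition at 20 µM, scaled per plate between control wells, above about 37%, limit read from the data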;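 note: 0% = DMSO with enzyme and substrate and 100% = substrate only without enzyme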
# Target sequence (P54829 whole entry, looked up): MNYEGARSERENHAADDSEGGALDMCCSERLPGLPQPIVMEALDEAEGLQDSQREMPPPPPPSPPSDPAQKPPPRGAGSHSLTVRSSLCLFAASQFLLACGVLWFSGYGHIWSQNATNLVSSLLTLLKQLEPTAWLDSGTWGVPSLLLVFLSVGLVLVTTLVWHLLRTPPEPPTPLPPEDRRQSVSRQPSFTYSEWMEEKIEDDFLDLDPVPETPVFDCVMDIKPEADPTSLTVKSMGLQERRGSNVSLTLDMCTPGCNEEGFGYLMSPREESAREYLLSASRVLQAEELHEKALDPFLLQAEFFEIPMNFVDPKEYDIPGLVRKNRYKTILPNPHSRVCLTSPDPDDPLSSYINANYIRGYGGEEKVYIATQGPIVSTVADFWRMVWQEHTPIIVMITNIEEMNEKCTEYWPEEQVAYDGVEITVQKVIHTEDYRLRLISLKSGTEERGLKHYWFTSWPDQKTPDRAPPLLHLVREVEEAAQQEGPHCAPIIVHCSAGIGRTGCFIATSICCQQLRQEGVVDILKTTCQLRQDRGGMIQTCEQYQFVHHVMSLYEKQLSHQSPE
#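 Measure: Control-normalized % inhibition with plate pattern correction | Test system: STEP phosphatase, cell-free reaction | Medium: pH 6.0 Bis-Tris with DTT and Tween 20 | Technique: Fluorescence, 480/540 nm | Times: Reaction 20 min, ambient temperature | Doses: Single compound dose of 20 µM, 1% DMSO final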
# DNMT1 block: human DNMT1 methyltransferase inhibitors, primary screen, biochemical, molecular beacon, fluorescence, HinP1I cleavage, uHTS; inhibition (reported as % activation of signal), % at 10 µM; 360,000 tested, 0.83% active; in the data active = inhibition above about 50%
# NadD block: inhibitors of S. aureus NadD, primary screen, biochemical, colorimetric, uHTS; 360,000 tested, 0.78% active; purified NadD enzyme, colorimetric absorbance read-out; inhibition, % at 20 µM; Nicotinate-nucleotide adenylyltransferase NadD (Staphylococcus aureus N315); in the data active = inhibition above about 26%; note: some compounds past the cut are filed as inactive
# LMPTP inh: LMPTP phosphatase inhibitors, primary screen, biochemical, fluorescence intensity, uHTS. recombinant LMPTP-A, OMFP fluorogenic substrate. inhibition, % at 20 µM. 360,000 tested, 0.22% active. AID 651560, 2012;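 active = compounds that cut the enzyme signal by at least half of the control window in the single-dose screen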;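 note: plate controls were DMSO wells with enzyme plus substrate for no effect and substrate without enzyme for full effect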
# Target sequence (P24666 whole entry, looked up): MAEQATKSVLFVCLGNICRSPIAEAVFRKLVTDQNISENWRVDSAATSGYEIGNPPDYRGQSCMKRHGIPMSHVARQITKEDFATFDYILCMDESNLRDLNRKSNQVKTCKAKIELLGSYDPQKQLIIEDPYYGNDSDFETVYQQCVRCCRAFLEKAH
#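 Buffer or medium: Bis-Tris pH 6.0, DTT, detergent; Assay system: LMPTP-A enzyme; Quantity: 0.625 nM enzyme; Detection: endpoint fluorescence intensity; Times: 50 min dark incubation at room temperature; Controls: substrate-only low control, DMSO enzyme-plus-substrate high control; Doses: single 20 µM dose; Read-out: percent inhibition versus substrate-only and uninhibited controls; Reagent: 400 µM OMFP.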
# Numbers without * were called inactive; i = inactive; nt = not tested or not shown.
Molecule	SKN-1 inh	NRP1-CendR mod	Tb MetRS inh	Neddyl block	SUMO1 PPI mod	Scp-1 inhibitor	STEP block	DNMT1 block	NadD block	LMPTP inh
Cn1nc(C(F)(F)F)c(C(=O)Nc2ccc(F)cc2F)c1Sc1ccc(Cl)cc1	-2	-9	-0.4	i	2	-10	1	10	-7	2.3
Cc1cc(-c2n[nH]c(=S)n2/N=C/c2ccccc2[N+](=O)[O-])n[nH]1	12	2	-0.9	i	-11	9	-3	2	0	-1.3
CCC(=O)N1CCN(c2ccccc2NC(=O)COc2ccccc2Cl)CC1	4	4	-0.2	i	6	-3	3	-6	-3	2.1
COc1ccc(-c2noc(-c3ccc4c(c3)OCO4)n2)cc1	5	1	-0.2	i	-3	-9	3	1	-7	0.5
Cc1cc(NC(=O)CSc2nc(C)c(C)n2CC(C)C)no1	11	-3	-0.7	i	-2	-4	0	4	1	0.5
Nc1ccc(N=Nc2ccc(O)cc2)c(N)n1	13	-38	-0.2	i	-66	-3	4	-6	1	7.7
CCCCNC(=S)N(C)/N=C/c1ccc(OCC(=O)Nc2c(C)cc(C)cc2C)c(OC)c1	-4	-5	-1.4	i	0	1	4	10	5	1.8
CCC(=O)N(CCN1CCOCC1)Cc1cc2cc3c(cc2nc1Cl)OCO3	2	5	-1.3	i	3	1	-2	2	-3	-1.8
CN(C)c1cc[n+](CCC(=O)Nc2cccc([N+](=O)[O-])c2N)cc1	5	3	1.4	i	-18	-4	0	1	-2	-0.1
COc1cccc(NC(=O)N2CCC(NC(=O)C(Cc3cccc(C)c3)NC(C)=O)CC2)c1 (stereo not drawn)	-4	10	-0.3	i	-1	-7	1	0	0	0.2
CC[C@]1(c2ccccc2C)ON(c2ccccc2C(F)(F)F)C1=O	0	5	-0.1	i	5	-7	3	9	7	2.3
Oc1cccc2ccc(Nc3ccccn3)nc12	-5	-16	0.0	nt	-11	-12	2	5	-4	16
O=C(Nc1ccc2[nH]ncc2c1)c1ccccc1Cl	13	0	-0.4	i	5	-3	2	3	-2	-1.8
CCN(CC)c1nc(C)nc2c1sc(=S)n2C	18	5	-0.1	i	3	-6	0	2	-1	0.3
CC(C)c1ccc(CNC(=O)C(=O)NCC2CCCO2)cc1 (stereo not drawn)	17	6	0.0	i	5	-6	-2	2	0	1.7
Cc1ccc(NC(=O)c2ccc(NCCCN3CCC(C)CC3)c([N+](=O)[O-])c2)cc1F	-6	-18	-1.4	i	-5	6	1	19	-10	1.3
NC(=O)c1ccc(NC(=O)CSc2nnc(-c3ccncc3)n2Cc2ccco2)cc1	-10	-3	0.2	i	6	14	4	9	2	-0.4
CCCCNC(=O)c1nc(C2CCN(S(=O)(=O)c3ccc(OC(F)(F)F)cc3)CC2)oc1-c1ccccc1	7	12	0.1	i	1	nt	nt	nt	nt	1.2
COc1ccccc1CC(=O)Nc1cc(C)on1	1	-4	0.3	i	-1	nt	1	1	0	-0.9
COc1ccccc1-n1c(=S)[nH]c2c(sc(=S)n2-c2ccc(C)cc2C)c1=O	9	1	-0.7	i	0	-2	9	1	26*	0.6
C=CCc1cc(/C=C2/NC(=S)NC2=O)cc(OC)c1O	5	-66	-1.1	i	-24	0	2	-5	-4	-0.1
O=C(CN1C(=O)c2ccccc2S1(=O)=O)Nc1ccccc1	2	2	-0.2	i	-2	-7	-9	2	5	-0.7
O=C(CCNS(=O)(=O)c1ccc(OC(F)(F)F)cc1)NCCc1c[nH]c2ccccc12	10	-9	-0.1	i	-2	-10	-4	-4	-3	1.2
CC1=C(C(=O)N(C)C)CC(CC(=O)NCCCN(C)C)C(=O)N1Cc1ccc(F)cc1 (stereo not drawn)	4	17	-0.4	i	1	nt	0	6	-2	-0.8
Cc1cc(C)c(NC(=O)CN2C(=O)NC3(CCCc4ccccc43)C2=O)c(Cl)c1 (stereo not drawn)	19	-13	-0.3	i	2	-3	-2	0	-1	-0.5
Cc1ccc(Nc2ccc([N+](=O)[O-])ccc2=O)cc1	-12	12	-1.4	i	-51	-7	1	2	-1	2.4
O=C1NC(SCCCF)=N/C1=C/c1ccc(-n2cncn2)cc1	-8	5	0.5	i	-23	-1	-1	-7	-1	-2.1
CCOc1ccc(-n2ccnc(SCC(=O)NCCc3ccccc3)c2=O)cc1	12	-8	0.5	i	-25	-4	-3	1	-2	0.2
Cc1ccsc1C1C(C#N)=C(N)OC2=C1C(=O)CC(C)(C)C2 (stereo not drawn)	-4	-2	-0.6	i	-1	-4	-2	1	-2	-1.9
O=C(CCc1nnc(Cc2ccc(-c3ccccc3)cc2)o1)NCCc1ccccn1	-15	-7	-0.9	i	-2	-9	-2	-6	-5	-0.2
O=C(NC(NCC1CCCO1)C(Cl)(Cl)Cl)c1cccc2ccccc12 (stereo not drawn)	-27	7	-1.2	i	2	0	0	1	-5	0.4
CCOC(=O)c1sc(N2C(=O)C(O)=C(C(=O)c3ccc(C)o3)C2c2cccc([N+](=O)[O-])c2)nc1C (stereo not drawn)	3	-20	-0.2	i	-2	-2	4	3	14	4.8
O=C1CCC(=O)N1CN(Cc1ccco1)CN1C(=O)CCC1=O	5	-2	-0.5	i	0	-2	-3	2	1	-1.5
Cn1c(=O)c2c(O)cc(=O)[nH]c2n(-c2ccccc2)c1=O	-10	-10	1.1	i	5	-4	2	-2	3	0.2
Cc1ccc(S(=O)(=O)N2CCN(C(=O)N(c3ccccc3)c3ccccc3)CC2)cc1	13	5	-0.6	i	-2	-3	1	-1	-3	0.9
COc1ccc(OCCNc2c([N+](=O)[O-])c(=O)oc3ccccc23)cc1	2	10	0.2	i	-20	-11	-1	2	-1	1.4
Cc1ccn2c(=O)nc(SCC(=O)N3CCCc4ccccc43)nc2c1	5	-15	0.1	i	4	-1	-4	4	2	0.3
O=C1CC(c2ccccc2F)c2cc3c(cc2N1)CCC3 (stereo not drawn)	6	9	0.2	i	3	-1	3	19	-3	1.0
CCOc1cc(C)c(Cl)cc1S(=O)(=O)NC1CC(C)(C)NC(C)(C)C1	5	15	0.2	i	3	-7	3	3	-6	-1.5
CCN1C(=O)C(CC(=O)Nc2ccc(OC)cc2)N(CCc2ccccc2F)C1=S (stereo not drawn)	-8	7	33*	i	4	0	0	-3	-4	0.8
Cc1cnc(NS(=O)(=O)c2ccc(N)cc2)nc1-c1ccccc1O	1	-4	-0.4	i	4	nt	-5	2	0	-0.4
COc1cccc(OCc2cc(C(=O)N3CCN(c4ccccc4O)CC3)no2)c1	9	5	-0.6	i	-1	-6	2	-4	-9	1.9
CCCCC(=O)O[C@]1(C(=O)CO)CC[C@H]2[C@@H]3CCC4=CC(=O)CC[C@]4(C)[C@H]3[C@@H](O)C[C@@]21C	-1	16	-0.3	i	1	-14	1	-2	2	-1.1
CCN(CC)c1ccc(NC(=O)CC2Oc3ccccc3NC2=O)c(C)c1 (stereo not drawn)	-7	-18	-0.4	i	5	-6	4	-14	-1	-2.2
O=C(NC1CCCCC1)N1CCCC1	-4	-14	-0.7	i	-1	-8	-3	-1	11	0.8

# Given field by field: part of the list above
Cc1ccc(S(=O)(=O)N2CCN(C(=O)N(c3ccccc3)c3ccccc3)CC2)cc1
  SKN-1 inh = 13
  NRP1-CendR mod = 5
  Tb MetRS inh = -0.6
  Neddyl block = i
  SUMO1 PPI mod = -2
  Scp-1 inhibitor = -3
  STEP block = 1
  DNMT1 block = -1
  NadD block = -3
  LMPTP inh = 0.9
COc1ccc(OCCNc2c([N+](=O)[O-])c(=O)oc3ccccc23)cc1
  SKN-1 inh = 2
  NRP1-CendR mod = 10
  Tb MetRS inh = 0.2
  Neddyl block = i
  SUMO1 PPI mod = -20
  Scp-1 inhibitor = -11
  STEP block = -1
  DNMT1 block = 2
  NadD block = -1
  LMPTP inh = 1.4

# Next section
Molecule	SKN-1 inh	NRP1-CendR mod	Tb MetRS inh	Neddyl block	SUMO1 PPI mod	Scp-1 inhibitor	STEP block	DNMT1 block	NadD block	LMPTP inh
COCC(=O)Nc1ccc2c(c1)OCC(=O)N2Cc1ccc(C)cc1	-8	8	0.3	i	-1	-4	-3	-2	-5	-0.3
CC1CCC(NC(=O)c2ccc(S(C)(=O)=O)cc2)CC1 (stereo not drawn)	0	-4	-0.4	i	1	-7	0	5	3	-0.1
Nc1c(-c2ccc3c(c2)OCCO3)oc2ccccc2c1=O	-8	5	-0.2	nt	-34	-12	-4	1	-13	0.9
Cc1c(OC(C)C(=O)NCC(O)c2ccccc2)ccc2c3c(c(=O)oc12)CCCC3 (stereo not drawn)	0	-4	-0.7	i	0	4	-1	3	-4	0.9
COc1cc(/C=C(/C#N)c2nc3ccccc3[nH]2)ccc1OC(=O)c1ccco1	11	-24	0.6	i	-11	1	-1	-3	24	1.8
CCC1Sc2ccc(S(=O)(=O)CCC(=O)Nc3ccccc3Br)cc2NC1=O (stereo not drawn)	7	0	-0.3	i	1	-2	-2	-2	-1	-0.1
COCCN1CCN(C(=O)c2ccc3oc(CCc4ccccc4)nc3c2)CC1	11	17	-0.5	i	6	-5	-5	1	-1	-0.9
O=C(CCCn1cncn1)N1CCCC(N2CCN(c3ccc(F)cc3)CC2)C1 (stereo not drawn)	18	-11	-0.5	i	0	-5	-2	1	1	-1.3
COCCNC(=O)C1CCCN(C(=O)c2ccc3sccc3c2)CC1 (stereo not drawn)	20	4	-0.1	i	3	nt	-2	6	-1	-1.9
COCCN(Cc1ccc(OC)cc1)c1c(C)nc2ccc(C(=O)NCCc3c[nH]c4ccccc34)cn12	6	-1	-0.3	i	1	nt	0	-6	3	-0.4
Cc1cc2ncn(CCC(=O)NC(C)(C)C)c2cc1C	8	-6	0.2	i	-1	1	1	-1	-4	-0.8
O=C1C(=Cc2cccn2-c2ccc(O)cc2)C(=O)c2ccccc21	6	0	-0.7	i	-17	1	2	19	5	18
N/C(Cn1cncn1)=N\NC(=O)C(=O)Nc1cccc(C(F)(F)F)c1	-1	9	-0.6	i	-3	-5	0	0	-8	0.1
